Compound activity as filed in PubChem.
HCV inhibitor: qHTS Assay for Inhibitors of Hepatitis C Virus (HCV); Huh7.5.1 HCVcc-Cre infection, luciferase reporter, 44 h; Potency, µM (titrated, usually from 41.8 µM), for inactives: at the highest dose activity change, negative = inhibition, actives largely listed as inhibitors; 340,000 compounds, 3.4% hits
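1,000 cells/well; 4 h culture; + compound; + HCVcc-Cre (~0.5 moi); 44 h; luciferase substrate, RT 15 min; read 15 sec.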
Sm TGR inh: qHTS Assay for the Inhibitors of Schistosoma Mansoni Peroxiredoxins. AID 485364, 2010. purified TGR, DTNB reduction, TNB absorbance 405 nm. Potency, µM (top dose mostly 114 µM), without a hit: at the top dose activity change, negative = inhibition, most hits filed as inhibitors. 360,000 compounds, 3% hits. Schistosoma mansoni thioredoxin glutathione reductase (TGR), Q962Y6; also: nearly all actives have a fitted effect of over 60% in size
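Kinetic colorimetric format: TGR-catalysed, NADPH-driven DTNB reduction monitored via TNB absorbance. Enzyme dispensed at 20 nM; compound exposure 15 min at room temperature before reaction start.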
LmPK inhibitor: qHTS Assay for Inhibitors of Leishmania Mexicana Pyruvate Kinase (LmPK); 290,000 compounds, 0.37% hits; Q27686; Potency, µM (series often up to 57.5 µM), for inactives: top-dose activity change, negative = inhibition, hits mostly inhibitors; purified LmPK, Kinase-Glo ATP luminescence, 1 h
Target sequence (Q27686 whole entry, looked up): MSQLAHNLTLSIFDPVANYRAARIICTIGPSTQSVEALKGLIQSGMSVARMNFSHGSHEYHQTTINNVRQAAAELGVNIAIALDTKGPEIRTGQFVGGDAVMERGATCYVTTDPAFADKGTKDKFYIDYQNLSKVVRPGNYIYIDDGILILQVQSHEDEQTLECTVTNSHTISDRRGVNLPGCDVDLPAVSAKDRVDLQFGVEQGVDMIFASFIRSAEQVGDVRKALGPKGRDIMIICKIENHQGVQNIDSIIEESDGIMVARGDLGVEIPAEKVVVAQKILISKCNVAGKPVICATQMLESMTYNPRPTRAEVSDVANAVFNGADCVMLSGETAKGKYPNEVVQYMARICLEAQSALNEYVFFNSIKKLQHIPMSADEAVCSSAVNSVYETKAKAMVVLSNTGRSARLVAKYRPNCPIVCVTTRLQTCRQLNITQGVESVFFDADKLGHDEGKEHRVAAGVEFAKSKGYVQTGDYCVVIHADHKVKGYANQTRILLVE
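Pyruvate kinase activity monitored as ATP production (luciferase luminescence). Conditions: 0.1 nM enzyme, 0.5 mM PEP, 0.1 mM ADP, 1 h, RT; normalized against uninhibited and no-enzyme wells.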
Pf growth 96h: Primary qHTS for delayed death inhibitors of the malarial parasite plastid, 96 hour incubation | 320,000 compounds, 6.9% hits | P. falciparum luciferase reporter growth, 96 h | Potency, µM (titrated, usually from 28.7 µM), for the others: at the highest dose activity change, negative = inhibition, usual class: inhibitors | AID 504834, 2011
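Two-generation exposure (96 h) targets delayed-death phenotype. Reporter parasites carrying integrated firefly luciferase, in red cells at 2% hematocrit and 0.05% parasitemia final, kept at 37 C, 5% CO2; luminescence loss indicates inhibition.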
Pf growth 48h: Primary qHTS for delayed death inhibitors of the malarial parasite plastid, 48 hour incubation; 310,000 compounds, 5.9% hits; P. falciparum luciferase growth in erythrocytes, 48 h; AID 504832, 2011; Potency, µM (top dose mostly 28.7 µM), for inactives: at the highest dose activity change, negative = inhibition, hits mostly inhibitors
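Luciferase-expressing P. falciparum in infected erythrocytes (2% hematocrit, 0.1% parasitemia final) in RPMI 1640/0.5% Albumax were exposed to compound for 48 hours at 37 C, 5% CO2; growth read as luminescence.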
Tb PYK inh: qHTS of Trypanosoma Brucei Inhibitors | pyruvate kinase (Trypanosoma brucei), Q57TT1 | TbPYK enzyme, Kinase-Glo Plus ATP luminescence, 45 min | Potency, µM (highest dose often 76.8 µM), for inactives: at the highest dose activity, negative = inhibition, most hits filed as inhibitors | 410,000 compounds, 0.12% hits | AID 624173, 2012; also: nearly all actives have a fitted effect of over 50% in size
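Assay buffer: 50 mM TEA pH 7.2, 100 mM KCl, 10 mM MgCl2, 0.05% BSA, 0.01% Tween-20. Pyruvate kinase from T. brucei plus substrate met compound, then ADP (130 uM final). Luminescence was read post 45 min RT.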
* = called active by the depositor; ? = inconclusive; . = not tested or not shown; & = joins results of further samples; [ ] = dose if it differs, or a comment. Calls follow the shape of the dose curve; as a rule, active = well fitted curve in the direction sought with a large enough effect; inconclusive = small, poorly fitted or top-dose-only effect, or another doubt; inactive = no such curve, though single readings can be large; an effect the other way counts as inactive or inconclusive. % is scaled to controls: 0 for no effect and ±100 for the full control effect; potency is read from the fitted curve at half-maximal effect.

SMILES	HCV inhibitor	Sm TGR inh	LmPK inhibitor	Pf growth 96h	Pf growth 48h	Tb PYK inh
CC(C)CCN1CC(C(=O)NC(C)C)CC1=O (configuration not stated)	0%	-1%	-2%	-5%	15%	-1%
CCc1cc(C(=O)NC2CCCN(Cc3ccccc3F)C2)n(C)n1 (configuration not stated)	8.9µM*	-17%	2%	?	3%	7%
Cc1ccc(-c2cc(C(=O)NN3CCOCC3)c3cc(Br)ccc3n2)o1	1%	10µM*	0%	5.2µM*	-4%	-15%
CCOCCCNC(=S)NCCCNc1nc2c(C)c(C)ccc2cc1C#N	?	.	-4%	7%	?	-7%
COCCNC(=O)c1ccc2c(=O)n(CCCN3CCCC3=O)c(=S)[nH]c2c1	17%	2%	4%	?	?	-12%
O=C(Cn1ccn(-c2ccc(F)c(Cl)c2)c(=O)c1=O)NCCc1ccccc1	-1%	0%	.	27%	-1%	2%
CC(C)CC(=O)Nc1ccc(C(=O)COC(=O)C2CCC2)cc1	11%	-2%	-6%	-10%	2%	4%
CCC(C(=O)Nc1cccc(OC)c1)n1nc(C)c2c(C)n(-c3ccccc3)nc2c1=O (configuration not stated)	-10%	-1%	-3%	38%[activator]	?	5%
Cc1cccc(C)c1OCc1nnc(SCC(=O)Nc2ccccc2F)o1	-13%	9%	0%	15%	20%	-1%
O=C(NCc1ccc(F)cc1)C1CCCN1S(=O)(=O)c1ccccc1C(F)(F)F (configuration not stated)	8%	-9%	.	8%	?	1%
CCOc1ccc(CCNC(=O)CSc2nc3ncc(Cl)cc3[nH]2)cc1OCC	-15%	10%	-3%	?	-21%	-7%
Cc1cc(C(=O)COC(=O)c2ccc[nH]c2=O)c(C)n1C1CC1	-15%	0%	1%	40%[activator]	61%[activator]	2%
COc1ccc(CNC(=O)C(=O)NCC2OCCN2S(=O)(=O)c2cccs2)cc1 (configuration not stated)	-4%	-2%	3%	-4%	-2%	8%
O=C(Cn1ncc2c3ccccc3n(Cc3ccccc3)c2c1=O)N1CCN(c2ncccn2)CC1	10µM*	-20%	0%	?	?	-2%
Nc1ncnc(Nc2ccc(F)cc2)n1	31%[activator]	-5%	-9%	6%	9%	3%
CSc1ccccc1NC(=O)CN(c1ccccc1)S(=O)(=O)N(C)C	11%	7%	5%	4%	-10%	-1%
CC1CCN(S(=O)(=O)c2cccc(-c3nnc(-c4cccnc4)o3)c2)CC1	-6%	7%	3%	.	?	-25%
Cc1ccc(S(=O)(=O)NCc2ccc3[nH]c(C)cc3c2)cc1	-22%	11µM*	0%[11.5 µM]	-28%	?	-1%
COc1cc(NC(=O)COC(=O)/C=C/c2ccccc2Cl)cc(OC)c1	-27%	0%	-4%	-15%	1%	7%
CC(=O)N1N=C(c2ccc(C)cc2)OC1c1ccc(C(C)C)cc1 (configuration not stated)	14%	17%	-10%	342%[activator]	90%[activator]	5%
COc1ccc(-c2nc3ncnn3cc2C)cc1F	3%	10%	-3%	?	33%[activator]	-3%
CCOC(=O)c1cnc(-n2nc(C)cc2C)nc1NCc1ccc2c(c1)OCO2	?	1%	5%	.	4.7µM*	-8%
CCOc1ccc(N(CC)C(=O)COc2cc(=O)n(C)c3ccccc23)cc1	11%	-4%	4%	?	?	-5%
CN1C(C(=O)Nc2ccc(F)cc2F)=CC(c2ccco2)=NS1(=O)=O	1%	-21%&-6%	-3%	28%	42%[activator]	-1%&-1%
Cc1ccc(C(=O)Cn2c(NCCO)nc3ccccc32)cc1	-2%	4%	2%	?	46%[activator]	-8%
O=C(C(=O)N1CCN(c2cccc(Cl)c2)CC1)c1c[nH]c2ccccc12	5%	4%	8%[11.5 µM]	?	5%	-2%
Nc1c(N(CCO)C(=O)COc2ccc(Cl)cc2)c(=O)[nH]c(=O)n1Cc1ccccc1	2%	-10%	-6%	17%	27%	0%
Clc1ccc(CCNc2nc3ccccc3s2)cc1	-13%	-30%	1%	44%[activator]	59%[activator]	2%
CCOc1ccccc1OCCOCCOc1ccccc1[N+](=O)[O-]	?	-5%	4%	43%[activator]	2%	-2%
O=C(COC(=O)c1cnccn1)c1ccc(Cl)cc1	11%	2%	-5%	16%	9%	-1%
CC(C)(C)N(Cc1cc2ccccc2[nH]c1=O)C(=O)c1ccco1	-15%	-1%	-2%	-46%	-13%	1%
Cc1nc2ccccc2n1S(=O)(=O)c1cc(C(=O)O)ccc1Cl	16%	3%	1%	0%	35%[activator]	2%
CC(=O)Nc1ccc(S(=O)(=O)NCC(=O)NCCCc2ccccc2)cc1	6%	-9%	-1%	?	?	-3%
CCC(=O)OC1(C)C(=O)C=C2C=C(c3ccsc3)OC=C2C1=O (configuration not stated)	-3%	32µM*	-6%	44%[activator]	30%[activator]	-8%
COCCCNC(=O)c1ccc(CS(=O)(=O)c2ccccc2C)o1	14%	?	5%	?	8%[0.00184 µM]	0%
O=CN1CCc2scc[n+]2-c2ccccc21	13%	?	0%	?	-28%	3%

The final 2 compounds of the part before open the next one:
SMILES	HCV inhibitor	Sm TGR inh	LmPK inhibitor	Pf growth 96h	Pf growth 48h	Tb PYK inh
COCCCNC(=O)c1ccc(CS(=O)(=O)c2ccccc2C)o1	14%	?	5%	?	8%[0.00184 µM]	0%
O=CN1CCc2scc[n+]2-c2ccccc21	13%	?	0%	?	-28%	3%
C/C(=N\NC(=O)c1ccccc1)c1c(C)[nH]n(-c2ccccc2)c1=O	?	-10%	-2%	-11%	-2%	-5%
O=C1N(CN2CCN(c3cccc(Cl)c3)CC2)c2ccccc2C12OCCCO2	12%	-26%	-12%	-14%	5%	-15%
CCCS(=O)(=O)N1CCCC(C(=O)N2CCOCC2)C1 (configuration not stated)	10%	-25%	-2%	.	0%	-4%
COCCC(=O)N1CCC(Oc2ccc(C(=O)N3C[C@H]4CC[C@H]3C4)cc2)CC1	14%	0%	-3%	9%	29%	3%
COc1ccc(-c2cc(C(=O)N3CCCCC3)c3ccccc3n2)cc1OC	7%	1%	7%	?	?	4%
C=C(C)COc1ccc2c3c(c(=O)oc2c1OCC(=C)C)CCC3	-17%	-30%	0%	?	-4%	2%
CCOC(=O)c1c(NC(=O)c2cccs2)sc2c1CCC2	?	0%	1%	20%	.	-4%
CC1(C)C2CCC(C2)C1C/C=N/NC(N)=S (configuration not stated)	-5%	6%	5%	6%	-41%	3%
O=C(C1CCN(S(=O)(=O)N2CCC3(CC2)OCCO3)CC1)N1CCC(Cc2ccccc2)CC1	?	4%	-4%	.	?	-10%
CC(C(=O)NC(C)(C)C)N(C(=O)CS(=O)CC(=O)Nc1ccc(F)cc1)C1CCCC1 (configuration not stated)	12%	4%	0%	34%[activator]	0%	2%
CCOC(=O)N/N=C(\C)c1ccc(C)c([N+](=O)[O-])c1	11%	-3%	-4%	0%	43%[activator]	1%
COc1ccc(-c2noc(CCC(=O)NCCc3ccccc3)n2)cc1OC	-28%	13%	3%	?	?	4%
COc1ccc(OCCC(=O)c2ccc(OC)cc2)cc1	7%	1.8µM*	1%	28%	4%	6%
O=C(O)c1cccc(S(=O)(=O)N(Cc2ccccc2)c2ccccc2)c1	5%	6%	5%	-16%	35%[activator]	4%
Cc1nc2sc(C(c3ccco3)N3CC(C)OC(C)C3)c(O)n2n1 (configuration not stated)	4%	45µM*	2%	?	10%	-16%
CCn1c(=O)n(CC)c2cc([N+](=O)[O-])ccc21	-10%	7%	-2%	0%	32%[activator]	.
CC(C)/C=C1\CCc2c([nH]c3ccccc23)C1=O	3%	13%	0%	?	?	2%
O=C1C2C3C=CC(C3)C2C(=O)N1CCN1CCN(Cc2ccc([N+](=O)[O-])cc2)CC1 (configuration not stated)	-19%	-24%	-1%	5%	-7%	-4%
Nc1nc(SCc2ccccc2Cl)[nH]c(=O)c1-c1ccccc1	-4%	-3%	1%	11%	-17%	1%
CC1Cc2ccccc2N1S(=O)(=O)c1cccc(C(=O)N2CCCCC2)c1 (configuration not stated)	-22%	6%	.	7%	0%	-19%
O=C(CN1C(=O)c2ccccc2S1(=O)=O)c1cccc(Br)c1	-3%	-19%	-2%	200%[activator]	13%	-11%
CNC(=O)C1CCN(S(=O)(=O)c2c(C)noc2/C=C/c2ccc(C)cc2)CC1	16%	-23%	0%	?	?	-1%
CCOCCCNC(=O)CCCn1nc(C)n2c(cc3sccc32)c1=O	-3%	0%	-1%	-12%	.	-2%
CCOc1ccc(Nc2ccc(C(=O)O)cc2[N+](=O)[O-])cc1	5%	7%	0%	?	-1%[0.00184 µM]	15%

15 consecutive compounds from above, for reference:
SMILES	HCV inhibitor	Sm TGR inh	LmPK inhibitor	Pf growth 96h	Pf growth 48h	Tb PYK inh
CC(C)CCN1CC(C(=O)NC(C)C)CC1=O (configuration not stated)	0%	-1%	-2%	-5%	15%	-1%
CCc1cc(C(=O)NC2CCCN(Cc3ccccc3F)C2)n(C)n1 (configuration not stated)	8.9µM*	-17%	2%	?	3%	7%
Cc1ccc(-c2cc(C(=O)NN3CCOCC3)c3cc(Br)ccc3n2)o1	1%	10µM*	0%	5.2µM*	-4%	-15%
CCOCCCNC(=S)NCCCNc1nc2c(C)c(C)ccc2cc1C#N	?	.	-4%	7%	?	-7%
COCCNC(=O)c1ccc2c(=O)n(CCCN3CCCC3=O)c(=S)[nH]c2c1	17%	2%	4%	?	?	-12%
O=C(Cn1ccn(-c2ccc(F)c(Cl)c2)c(=O)c1=O)NCCc1ccccc1	-1%	0%	.	27%	-1%	2%
CC(C)CC(=O)Nc1ccc(C(=O)COC(=O)C2CCC2)cc1	11%	-2%	-6%	-10%	2%	4%
CCC(C(=O)Nc1cccc(OC)c1)n1nc(C)c2c(C)n(-c3ccccc3)nc2c1=O (configuration not stated)	-10%	-1%	-3%	38%[activator]	?	5%
Cc1cccc(C)c1OCc1nnc(SCC(=O)Nc2ccccc2F)o1	-13%	9%	0%	15%	20%	-1%
O=C(NCc1ccc(F)cc1)C1CCCN1S(=O)(=O)c1ccccc1C(F)(F)F (configuration not stated)	8%	-9%	.	8%	?	1%
CCOc1ccc(CCNC(=O)CSc2nc3ncc(Cl)cc3[nH]2)cc1OCC	-15%	10%	-3%	?	-21%	-7%
Cc1cc(C(=O)COC(=O)c2ccc[nH]c2=O)c(C)n1C1CC1	-15%	0%	1%	40%[activator]	61%[activator]	2%
COc1ccc(CNC(=O)C(=O)NCC2OCCN2S(=O)(=O)c2cccs2)cc1 (configuration not stated)	-4%	-2%	3%	-4%	-2%	8%
O=C(Cn1ncc2c3ccccc3n(Cc3ccccc3)c2c1=O)N1CCN(c2ncccn2)CC1	10µM*	-20%	0%	?	?	-2%
Nc1ncnc(Nc2ccc(F)cc2)n1	31%[activator]	-5%	-9%	6%	9%	3%

Carrying on:
SMILES	HCV inhibitor	Sm TGR inh	LmPK inhibitor	Pf growth 96h	Pf growth 48h	Tb PYK inh
COc1cc(OC)cc(-c2nnc(NC(=O)CCS(=O)(=O)c3ccc(C)cc3)o2)c1	-1%	?	.	?	9%	2%
Cc1ccc(Nc2nc(Cl)c(C=O)s2)cc1Cl	?	-1%	-6%	39%[activator]	22%	4%
Cc1nnsc1C(=O)N1CCCC(Nc2ccc(C(C)C)cc2)C1 (configuration not stated)	-21%	-6%	2%	?	13%	5%
COCCn1nnnc1C(c1ccccc1OC)N1CCN(c2ccccc2F)CC1 (configuration not stated)	-5%	0%	0%	-8%	?	-4%
